# TEAD-YAP block – TEAD-YAP interaction inhibition. HEK-TIYL cells, TEAD-Gal4/YAP UAS-luciferase luminescence. inhibition, % at 9.12 µM. 640,000 compounds, 1.4% hits. AID 1259422; in the data active = inhibition above about 32%;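 also: 0% = median of test compound wells and 100% = reference inhibitor wells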
# MITF inh – inhibitors of human MITF; O75030; AlphaScreen MITF homodimerization, bead proximity signal; inhibition, % at 2.6 µM; 650,000 compounds, 0.91% hits; in the data active = inhibition above about 50%;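 also: 0% = vehicle wells with protein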
# FBW7 activator – human FBW7 E3 ligase activation, primary screen; AID 1259310; AlphaScreen FBW7–phospho-cyclin E peptide binding, activator screen; normalized activity (activation), % at 26.1 µM; 650,000 compounds, 0.13% hits; in the data active = normalized activity above about 1.9%;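 also: purified mutant Fbw7 with reduced substrate affinity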
# Target sequence (Q969H0 whole entry, looked up): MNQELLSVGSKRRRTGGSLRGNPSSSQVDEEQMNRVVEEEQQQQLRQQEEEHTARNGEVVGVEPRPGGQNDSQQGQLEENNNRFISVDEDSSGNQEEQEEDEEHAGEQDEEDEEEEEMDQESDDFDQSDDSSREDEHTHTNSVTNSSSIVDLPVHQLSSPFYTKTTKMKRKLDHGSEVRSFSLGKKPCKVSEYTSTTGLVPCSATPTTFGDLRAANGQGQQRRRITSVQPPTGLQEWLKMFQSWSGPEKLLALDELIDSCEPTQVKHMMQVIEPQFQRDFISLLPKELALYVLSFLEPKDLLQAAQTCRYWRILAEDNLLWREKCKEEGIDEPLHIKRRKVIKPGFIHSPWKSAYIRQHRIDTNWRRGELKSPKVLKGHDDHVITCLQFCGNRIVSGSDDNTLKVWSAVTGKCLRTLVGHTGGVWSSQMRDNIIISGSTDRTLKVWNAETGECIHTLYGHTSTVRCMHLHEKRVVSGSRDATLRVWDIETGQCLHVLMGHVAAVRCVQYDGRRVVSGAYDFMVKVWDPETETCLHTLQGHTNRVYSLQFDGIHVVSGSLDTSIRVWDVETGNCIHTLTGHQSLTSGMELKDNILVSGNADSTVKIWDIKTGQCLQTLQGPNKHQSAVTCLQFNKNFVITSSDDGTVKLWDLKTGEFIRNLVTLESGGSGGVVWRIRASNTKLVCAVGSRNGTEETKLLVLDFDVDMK
# GPR151 ag – human GPR151 activation. 650,000 compounds, 1% hits. AID 1508602. activation, % at 11.2 µM. PathHunter beta-arrestin GPR151 cells, luminescence. Q8TDV0; in the data active = activation above about 4.9%;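 also: 0% = median of compound wells and 100% = cells with positive control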
# Target sequence (Q8TDV0 whole entry, looked up): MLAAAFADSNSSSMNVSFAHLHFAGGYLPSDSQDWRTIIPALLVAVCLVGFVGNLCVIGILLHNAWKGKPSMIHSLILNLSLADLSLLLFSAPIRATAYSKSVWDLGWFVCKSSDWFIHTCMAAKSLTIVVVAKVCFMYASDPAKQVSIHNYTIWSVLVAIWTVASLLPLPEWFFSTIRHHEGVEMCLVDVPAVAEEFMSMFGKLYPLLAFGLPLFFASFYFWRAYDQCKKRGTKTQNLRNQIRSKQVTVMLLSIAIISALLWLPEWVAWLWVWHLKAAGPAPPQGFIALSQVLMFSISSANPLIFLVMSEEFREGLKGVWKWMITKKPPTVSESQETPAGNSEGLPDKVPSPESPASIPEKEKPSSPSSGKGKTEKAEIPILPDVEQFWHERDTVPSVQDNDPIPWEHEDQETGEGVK
# * = called active by the depositor; & = joins results of further samples. The order is random. Share with any hit: about 3.5%.
# Below each SMILES: GPR151 ag	TEAD-YAP block	MITF inh	FBW7 activator
O=C(NCCc1ccc(Cl)cc1)C1CN(C(=O)c2ccc(F)c(F)c2)C1
→ 0.8	6	9	0.2
O=C(O)CCC(=O)Nc1ccc(C(=O)Nc2cccc(O)c2)cc1
→ 2.4	7	7	0.2
O=C(O)CNC(=O)c1ccc(NC(=S)NC(=O)c2cccc([N+](=O)[O-])c2)cc1
→ 1.1	6	26	0.5
COc1ccc(NC(=O)CSc2nc(CSc3ccc(C)cc3)cc(=O)[nH]2)cc1
→ 2.4	0	-14	0.2
COc1ccc(-c2nc3c(NCCN4CCOCC4)ncnc3n2C(C)C)cn1
→ 2.2	14	8	-0.1
O=C(CCCCCN1CC(=O)c2ccccc2C1=O)Nc1c2c(nc3c1CCC3)CCCC2
→ 1.3	3	1	0.0
CNC(=O)C1Cc2ccccc2N1C(=O)CCc1ccc(OC)cc1 (stereo not drawn)
→ 2.1	-5	17	0.0
N#Cc1ccc(C23CC4CC(CC(C4)C2)C3)nc1SCC(=O)Nc1nc2ccccc2s1
→ -0.8	4	5	0.4
N/C(=N\OC(=O)COc1ccc2ccccc2c1)c1ccc(Br)cc1
→ 0.3	11	32	0.7
Cc1ccc(S(=O)(=O)N2C(=O)CCC2C(=O)Nc2ccc(C(C)C)cc2)cc1 (stereo not drawn)
→ -0.8	-2	12	0.2
CC1CCN(Cc2nnnn2CC(=O)N2CCc3c(Cl)cccc3C2)CC1
→ 2.1	-7	-10	0.2
C=CCOC(=O)C1=C(C)NC(SCC(=O)Nc2ccc(C(C)=O)cc2)=C(C#N)C1c1cccs1 (stereo not drawn)
→ 4.0	7	5	0.1
COc1ccc(S(=O)(=O)N(CC(=O)Nc2cc(C)cc(C)c2)c2ccc(Cl)cc2)cc1
→ -1.4	1	5	0.1
CN(C)C(CNC(=O)C1c2ccccc2Oc2ccccc21)c1cccn1C (stereo not drawn)
→ -0.8	7	3	-0.3
O=C1NC(=O)N(c2cccc3ccccc23)C(=O)/C1=C\c1ccc(F)cc1
→ -0.6	4	0	0.0
COc1ccc(-c2nc3ccccc3c(=O)n2NC(=O)c2ccc([N+](=O)[O-])c(C)c2)cc1OC
→ -0.1	-1	11	0.0
CCc1ccc(NC(=O)CCNS(=O)(=O)c2ccc3c(c2)c(=O)n(C)c(=O)n3C)cc1
→ 4.3	11	12	-0.1
CC(=O)Nc1nnc(SCCN2CCOCC2)s1
→ 1.9	10	7	-0.1
CCOC(=O)C1=C(C)N=c2s/c(=C\c3ccccc3OC)c(=O)n2C1c1ccc(OC)cc1 (stereo not drawn)
→ 0.3	-7	8	-0.1
Oc1ccc(-c2cnc3c(NCC4CC4)nccn23)cc1
→ 0.7	-27	-3	-0.3
Cc1cc(C)cc(N2C(=O)CSC2c2ccc(Br)cc2)c1 (stereo not drawn)
→ -0.4	-8	18	1.3
c1cc(Nc2nccc(Nc3ccc(N4CCOCC4)cc3)n2)ccn1
→ -0.4	-10	9	0.3
Cc1ccc(-n2ncc3c(=O)n(CC(=O)Nc4ccc(C)cc4C)cnc32)cc1
→ 0.2	15	-2	0.3
CCOC(=O)CC1=C(C(=O)OCC)C(c2ccc(OC)c3ccccc23)C(C#N)=C(N)O1 (stereo not drawn)
→ 0.7	4	1	-0.1
O=C(/C=C/c1ccc([N+](=O)[O-])cc1)NCc1ccc(F)cc1
→ -1.1	2	23	1.8
CC(C)N1C(=O)/C(=C\c2ccc(F)cc2)SC1=S
→ -0.3	2	1	-0.1
CCNC(=O)CCCOc1ccc(Cl)cc1Cl
→ -0.1	-26	0	0.0
CC1CC(C)CN(C(=O)c2cccc3ccccc23)C1 (stereo not drawn)
→ -0.8	-1	7	0.4
COc1cccc(N2C(=O)/C(=C\c3cc(OC)c(OC)cc3OC)NC2=S)c1
→ 1.5	-4	13	0.1
Cc1nnc(SCC(=O)Nc2cccc3ccccc23)n1N
→ -0.6	0	7	-0.1

# Single entries from the results shown.
# O=C(O)CCC(=O)Nc1ccc(C(=O)Nc2cccc(O)c2)cc1 – MITF inh = 7
# Cc1nnc(SCC(=O)Nc2cccc3ccccc23)n1N – TEAD-YAP block = 0
# CCc1ccc(NC(=O)CCNS(=O)(=O)c2ccc3c(c2)c(=O)n(C)c(=O)n3C)cc1 – GPR151 ag = 4.3
# O=C(NCCc1ccc(Cl)cc1)C1CN(C(=O)c2ccc(F)c(F)c2)C1 – FBW7 activator = 0.2

# (listing goes on)
# Below each SMILES: GPR151 ag	TEAD-YAP block	MITF inh	FBW7 activator
CCCOc1ccc(/C=C2\SC(=S)N(CC(=O)O)C2=O)cc1OCC
→ -0.5	11	11	-0.3
Nc1ccc(N2CCCCC2)c(N)c1
→ -1.1	7	23	-0.1
CCOC(=O)C1=C(C)NC2=C(C(=O)CC(C)(C)C2)C1c1ccccc1OCC(=O)O (stereo not drawn)
→ 0.0&-0.1	-7&6	-3&3	0.1&0.0
COc1ccc(/C=C2/SC(=Nc3ccc(O)cc3)NC2=O)c(OC)c1OC
→ 1.9	0	0	-0.1
O=c1[nH][nH]c(=O)n2c1cc1sccc12
→ -1.6	9	1	0.2
CN1CCN(C2=NC(=O)/C(=C\c3cccc4ccccc34)S2)CC1
→ -1.8	-9	7	-0.1
Nc1nc(NCCN2CCOCC2)cc(NC2CC2)n1
→ -0.2	6	-10	0.0
Cc1cccc(OCC(=O)Nc2cccc(F)c2)c1
→ 1.8	-80	3	0.0
Cn1c(=O)[nH]c(=O)c2c1nc(NCCO)n2Cc1cccc2ccccc12
→ -0.4	-2	-5	0.0
Cc1cc(C)c(S(=O)(=O)N(C)CC(=O)Nc2ccc(Br)cc2F)c(C)c1
→ 2.3	-9	-6	0.1
CC(=O)NC(C)c1nc2ccccc2n1CC(=O)N1C(C)CCCC1C (stereo not drawn)
→ 0.7	5	8	0.1
COc1ccc(N2C(=O)c3ccccc3NC2c2ccc(Br)cc2)cc1 (stereo not drawn)
→ 1.0	4	8	0.0
CCSc1nc2sccn2c(=O)c1C(=O)Nc1cc(C(C)(C)C)nn1C
→ 5.0*	-4	6	-0.1
CN(C)S(=O)(=O)c1cccc(CSc2n[nH]c(-c3cccs3)n2)c1
→ 1.1	2	11	1.0
O=C(c1cc(Sc2ccc(F)cc2)nc2ccccc12)N1CCOCC1
→ -0.6	-2	32	0.2
COc1ccc(C(=O)Nc2ccc(-c3cn[nH]c3)cc2N2CCN(C)CC2)cc1
→ 1.2	5	5	-0.1
Nc1ncc(Br)cc1S(=O)(=O)NCc1ccco1
→ -0.5	-1	10	0.0
COc1ccc(C2CC(=O)C3=C(C2)NC(C)=C(C#N)C3c2ccc(OC)c(OC)c2)cc1 (stereo not drawn)
→ 0.6	28	7	0.1
C/C(=N\NC(=O)c1ccccc1C)c1cccnc1
→ 0.4	-51	-5	0.4
CS(=O)(=O)NOCONS(C)(=O)=O
→ -0.8	-6	-1	0.1
C/C(Cl)=C/Cn1c(NC2CCCCC2)nc2c1c(=O)n(C)c(=O)n2C
→ 0.3	-9	-2	0.2
Cc1ccc(-c2csc(NC(=O)c3cccc([N+](=O)[O-])c3)n2)cc1
→ -0.8	-2	10	-0.1
CC(C)(C)NC(=O)C(=O)NNC(=O)Cc1ccccc1
→ -1.2	15	15	1.5
CCOc1ccc(C(C)=O)cc1Cc1c(O)nc(SCc2ccccc2)[nH]c1=O
→ 0.8	6	13	0.1
COc1ccccc1NC(=O)CSc1cc(=O)n(C)c2ccccc12
→ -0.7	-5	5	-0.4
Cc1ccc(CNS(=O)(=O)c2ccc(F)c(C(=O)Nc3cccc(C)c3)c2)cc1
→ 0.7	3	-5	0.1
COc1ccc2c(c1)CC(C(=O)Nc1ccc(-c3cn[nH]c3)cc1O[C@H]1CCOC1)CO2 (stereo partly drawn)
→ -0.4	22	16	0.6
COc1cccc2sc(=NC(=O)c3ccc(C)s3)n(C)c12
→ -0.1	-16	10	0.1
Cc1cc(C(F)(F)F)n2[nH]c(=O)c(N=Nc3ccccc3)c2n1
→ -0.4	-4	3	-0.3
Cc1cc2c(N3CCC(C)CC3)ncnc2s1
→ 1.8	11	4	-0.1
N#C/C(=C/c1ccc(-c2ccc(Cl)c(Cl)c2)o1)c1[nH]nc(N)c1C#N
→ 0.1	-36	3	0.2
Cc1nc(C)n(-c2ccc(Nc3nccc(-c4noc(C)c4-c4cnn(C)c4)n3)cc2)n1
→ 1.8	-8	-7	-0.5
CCCN1CCC(NCc2ccccc2F)CC1
→ 1.2	5	38	-0.1
CCCc1ccc(Oc2c(-c3ccc(OC)cc3O)n[nH]c2C)cc1
→ -0.5	-6	-8	-0.1
Cc1nn(Cc2ccccn2)c(=O)n2cccc12
→ -1.6	-7	22	0.7
O=C(CS(=O)(=O)Cc1ccccc1)Nc1cc(F)cc(F)c1
→ 0.3	-5	-17	0.3
CC(C)(C)c1ccc(NC(=O)N(CCC#N)CCc2ccccn2)cc1
→ -0.9	-8	-8	-0.3
CC(=O)N(/C=C1\Sc2ccccc2C1=O)c1cccc(C)c1
→ -1.9	-4	5	1.1
CCC(C(=O)Nc1ccc2c(c1)OCCO2)c1ccccc1 (stereo not drawn)
→ -0.5	12	10	0.2
Cc1cc(C)nc(SCC(=O)NNC(=O)c2ccccc2Br)n1
→ 6.0*	11	20	0.0
O=S1(=O)CCC(NC(=S)Nc2cccc(Br)c2)C1 (stereo not drawn)
→ 0.5	-6	5	0.6
O=C(NCc1ccccc1)c1cccc(N2CCOCC2)c1
→ -0.8	7	22	0.1
CCCCOC(=O)c1cccc(NC(=O)c2ccccc2OC)c1
→ -2.5	-12	-8	0.0
C[C@@H](O)[C@@H]1NC(=O)[C@H]2CN(C(=O)c3ccc(Cl)cc3)CCN2C1=O
→ 0.4	6	-13	-0.1
O=Nc1c2[nH]c3ccccc3nc-2c2ccccc12
→ -0.2	-39	-9	-0.1
COc1ccc(-c2csc(N3N=C(C)C(N=Nc4ccc(NC(C)=O)cc4)C3=O)n2)cc1 (stereo not drawn)
→ -0.1	1	7	0.0
CCc1ccccc1NC(=O)NCCN1CCN(c2ccccc2)CC1
→ 0.5	5	-3	0.1
Cc1nc2c(-c3ccccc3)c(C)nn2c(C)c1CCC(=O)Nc1ccccc1
→ 0.6	7	7	-0.1
Cc1ccc(NC(=O)C2C(=O)CN(c3ccccc3)C2=O)cc1 (stereo not drawn)
→ 1.2	-31	1	0.2
CCOC(=O)c1c(NC(=O)C(C)Sc2nnc(CNC(=O)Cc3ccccc3)n2C2CCCCC2)sc2c1CCC2 (stereo not drawn)
→ 0.8	-4	1	-0.1
CC/C(C)=N/NC(=O)c1ccc(C(=O)N/N=C(\C)CC)cc1
→ 8.3*	4	-17	0.1
COc1ccc(Cl)cc1C(=O)N/C(=C\c1cccc([N+](=O)[O-])c1)C(=O)Nc1ccc(Cl)cc1
→ -1.5	-1	23	0.2
CC1CCCCN1S(=O)(=O)c1ccc(NC(=O)c2cc(F)c(F)cc2Cl)cc1 (stereo not drawn)
→ -1.1	0	-4	-0.1
CCN1C(=O)C2C(c3ccc(O)c(OC)c3)NN(Cc3ccccc3)C2C1=O (stereo not drawn)
→ -0.8	6	10	-0.1
COc1cc(/C=C2/C(=N)N3N=C(C(F)(F)F)SC3=NC2=O)ccc1OCCOc1ccc(Cl)c(C)c1
→ -0.7	-22	-21	0.1
Cc1ccc2nc(NC(=O)c3ccc(C)c(C)c3)sc2c1
→ -1.2	-92	2	0.0
O=C(/C=C/c1cccc([N+](=O)[O-])c1)OCC(=O)c1ccc(Br)s1
→ -0.3	8	12	0.0
COc1cc(C(=O)c2cc(Br)ccc2N)cc(OC)c1OC
→ -0.3	51*	13	0.0
Cc1ccc(C2=NN(CC(=O)N3CCN(C)CC3)C(=O)CC2)cc1
→ -1.0	-1	-14	0.0
Cc1c(CN2CCN(Cc3ccc(F)c(F)c3)C(CCO)C2)cnn1C (stereo not drawn)
→ 1.3	-7	-11	-0.2

# More entries:
# Below each SMILES: GPR151 ag	TEAD-YAP block	MITF inh	FBW7 activator
CCOC(=O)N1CCC(NCC(O)COc2ccccc2C(C)C)CC1 (stereo not drawn)
→ 1.9	5	-3	0.0
N#C/C(=C\c1ccc(F)cc1)C(=O)Nc1ccc(S(N)(=O)=O)cc1
→ -0.9	0	7	0.2
COCC(=O)Nc1nc(-c2ccc(C)cc2)c(C)s1
→ -0.3	-20	0	-0.2
Cc1nc2ccccc2c(=O)n1-c1cccc(NS(=O)(=O)c2cccc(Cl)c2)c1
→ 0.3	-1	-6	-0.1
Cc1c(Cl)cccc1N=Cc1c(O)[nH]c(=S)[nH]c1=O
→ 2.1	7	3	0.2
Cc1ccc(S(=O)(=O)N(C)CC(=O)NC2CCOC2=O)cc1 (stereo not drawn)
→ 3.1	-7	-2	0.0
O=C(CC1Sc2ccccc2NC1=O)Nc1ccc(O)cc1 (stereo not drawn)
→ 0.1	-3	14	0.4
COc1ccc(OC)c(NC(=O)CN(C)CC(=O)Nc2ccccc2Br)c1
→ -0.1	-6	74*	-0.1
COc1ccccc1NC(=O)C(=O)Nc1ccc2nc3n(c(=O)c2c1)CCCCC3
→ -0.4	-5	4	0.1

# Four entries from above in another layout.
> Cc1ccc(S(=O)(=O)N(C)CC(=O)NC2CCOC2=O)cc1 (stereo not drawn)
  GPR151 ag = 3.1 | TEAD-YAP block = -7 | MITF inh = -2 | FBW7 activator = 0.0

> O=C(CC1Sc2ccccc2NC1=O)Nc1ccc(O)cc1 (stereo not drawn)
  GPR151 ag = 0.1 | TEAD-YAP block = -3 | MITF inh = 14 | FBW7 activator = 0.4

> COc1ccc(OC)c(NC(=O)CN(C)CC(=O)Nc2ccccc2Br)c1
  GPR151 ag = -0.1 | TEAD-YAP block = -6 | MITF inh = 74* | FBW7 activator = -0.1

> COc1ccccc1NC(=O)C(=O)Nc1ccc2nc3n(c(=O)c2c1)CCCCC3
  GPR151 ag = -0.4 | TEAD-YAP block = -5 | MITF inh = 4 | FBW7 activator = 0.1
